Bioassay records from PubChem.
TCR-CD3 inh = blocks the human TCR-CD3 interaction; inhibition, % at 9.4 µM; TAMRA-labeled TCR probe fluorescence, biochemical; AID 651800; actives 0.37% (n = 360,000); in the data active = inhibition above about 19%;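 also: recombinant mutant TCR 2C K166C tagged with TAMRA read by polarization; 0% = receptor in buffer alone and 100% = receptor with positive control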
ABHD4 inh = inhibitors of mouse ABHD4 | actives 0.54% (n = 370,000) | Q8VD66 | inhibition, % at 8.92 µM | AID 720543 | purified mABHD4, FP-Rh probe fluorescence polarization;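 active = inhibition exceeding the mean over every tested compound plus 3 SD, cut at about 30% in these data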;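 also: 0% = plate median of compound wells and 100% = S159A mutant with DMSO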
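Assay system: mABHD4 protein; medium: HEPES pH 7.0, NaCl, Pluronic buffer; dosing: 8.92 µM, single dose; schedule: 45 min + 60 min at 25 °C; signal: FP readout, ex 525 nm / em 598 nm; read-out: normalized percent inhibition of probe labeling; repeats: single replicate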
TDP2 inh = TDP2 (human) inhibition, absorbance primary screen; O95551; recombinant TDP2, T5PNP hydrolysis, p-nitrophenol absorbance 415 nm; inhibition, % at 12.8 µM; actives 0.34% (n = 370,000); AID 720702;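 active = inhibition above the mean of all tested compounds plus 3 SD, set per campaign, cut at about 25% in these data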;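 also: 0% = DMSO with enzyme and 100% = buffer with substrate but no TDP2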
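System: recombinant human TDP2 / Amount: 120 nM TDP2 per well / Also added: 5 mM T5PNP chromogenic substrate / Doses: 12.8 µM single point, 1% DMSO / Incubation: 2 h at 37 °C / Detection: p-Nitrophenol epi absorbance / Evaluation: % inhibition relative to enzyme-containing and enzyme-free wells / Repeats: singlicate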
UHRF1 binding = human UHRF1 methylated DNA binding inhibitors | Q96T88 | inhibition, % at 4.4 µM | actives 0.75% (n = 370,000) | AID 687016 | UHRF1 binding to methylated oligo, TR-FRET; in the data active = inhibition above about 21%;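 also: UHRF1 SRA domain binding a hemimethylated CpG hairpin DNA probe; 0% = median of test compound wells and 100% = reference inhibitor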
PRMT1 FP inh = inhibitors of human PRMT1; Q99873; recombinant PRMT1, activity-based probe fluorescence polarization; inhibition, % at 2.79 µM; actives 1.3% (n = 370,000);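 active = inhibition above about 21% made by adding two undisclosed values, limit read from the data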
PG9 Ab binder = binds the HIV-1 gp120 antibody PG9; inhibition, % at 6.7 µM; AID 624416; actives 0.43% (n = 360,000); TR-FRET gp120-PG9 antibody binding; in the data active = inhibition above about 8.5%
HTRA1 inh = HTRA1 (human) protease inhibition | Q92743 | recombinant HTRA1, FP-rhodamine activity-based probe, fluorescence polarization | inhibition, % at 5.96 µM | actives 0.5% (n = 340,000) | AID 504803; in the data active = inhibition above about 36%;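 also: 0% = enzyme with DMSO and 100% = wells lacking enzyme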
DDE Tn7 FP inh = disrupts Tn7 cyclic peptide binding to fibrin D-Dimer-E complex; AID 720508; P02675; actives 0.13% (n = 370,000); inhibition, % at 8.3 µM; FP displacement of FITC-Tn7 peptide from fibrin DD(E); 0% = median of compound wells per plate;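 active = inhibition above the mean of compounds falling within the control limits plus 3 SD of them, cut at about 14% in these data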;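 also: 0% = plate median of compound wells and 100% = 10 µM Aha-Tn7 peptide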
Target sequence (P02675 whole entry, looked up): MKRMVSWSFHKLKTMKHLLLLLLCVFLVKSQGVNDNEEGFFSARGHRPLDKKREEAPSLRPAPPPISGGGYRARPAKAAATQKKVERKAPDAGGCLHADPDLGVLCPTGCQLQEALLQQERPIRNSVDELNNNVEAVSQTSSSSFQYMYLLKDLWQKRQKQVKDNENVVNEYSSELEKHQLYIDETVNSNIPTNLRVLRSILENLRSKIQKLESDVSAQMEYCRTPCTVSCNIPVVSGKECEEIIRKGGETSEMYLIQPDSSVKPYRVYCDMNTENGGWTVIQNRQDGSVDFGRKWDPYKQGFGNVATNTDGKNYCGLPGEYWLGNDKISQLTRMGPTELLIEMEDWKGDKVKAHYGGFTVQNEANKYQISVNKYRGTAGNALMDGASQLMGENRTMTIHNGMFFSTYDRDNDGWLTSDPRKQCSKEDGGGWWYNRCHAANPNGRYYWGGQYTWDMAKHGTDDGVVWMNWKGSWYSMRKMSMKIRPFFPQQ
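Test system: human clot-derived fibrin DD(E) complex / Quantity: 2 µM final DD(E) protein / Incubation: 10 min plus 3 h, room temperature / Measured by: fluorescence polarization / Benchmarks: high control of 10 µM Aha-Tn7 peptide / Replicates: singlicate testing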
LEDGF integ inh = blocks HIV-1 LEDGF/p75-dependent DNA integration; TR-FRET IN-LEDGF/p75 DNA integration, Eu/Cy5; inhibition, % at 3.7 µM; actives 0.64% (n = 370,000);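 active = inhibition above the screen-wide mean plus 3 SD, cut at about 13% in these data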;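 also: signal is the Cy5 over europium emission ratio at 671 and 618 nm; 0% = plate median of compound wells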
SIAE inh = inhibitors of human sialic acid acetylesterase SIAE | Q9HAT2 | SIAE FP-Rh probe binding, fluorescence polarization | inhibition, % at 9.66 µM | actives 0.69% (n = 370,000) | AID 1053197;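 active = inhibition above a cutoff: mean of compounds within the control limits plus 3 SD of those, cut at about 17% in these data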;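 also: 0% = plate median of compound wells and 100% = probe without SIAE protein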
Target sequence (Q9HAT2 whole entry, looked up): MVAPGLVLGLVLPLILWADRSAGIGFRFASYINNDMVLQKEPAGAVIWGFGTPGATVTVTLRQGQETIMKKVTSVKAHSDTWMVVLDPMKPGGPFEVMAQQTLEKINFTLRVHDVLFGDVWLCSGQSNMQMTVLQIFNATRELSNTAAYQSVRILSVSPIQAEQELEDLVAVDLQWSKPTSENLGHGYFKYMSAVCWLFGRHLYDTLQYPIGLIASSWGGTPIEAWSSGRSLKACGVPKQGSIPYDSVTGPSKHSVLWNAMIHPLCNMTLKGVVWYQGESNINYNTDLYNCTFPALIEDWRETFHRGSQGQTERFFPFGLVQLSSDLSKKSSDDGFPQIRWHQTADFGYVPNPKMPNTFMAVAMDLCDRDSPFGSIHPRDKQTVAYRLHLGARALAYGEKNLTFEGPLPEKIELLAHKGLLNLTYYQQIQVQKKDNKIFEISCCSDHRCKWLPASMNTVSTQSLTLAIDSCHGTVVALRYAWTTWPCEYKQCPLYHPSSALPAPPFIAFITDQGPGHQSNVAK
* marks the source's active call; other numbers are inactive results; x = not tested or not shown. Compounds as they come. Share with any hit: about 4.2%.

#	Molecule	TCR-CD3 inh	ABHD4 inh	TDP2 inh	UHRF1 binding	PRMT1 FP inh
1	CCOC(=O)c1ccc(NC(=O)C2CC2)cc1	0	-14	-5	4	2
2	O=C1c2cccc3cccc(c23)C(=O)N1c1ccccn1	-9	0	6	-3	1
3	O=C1CC[C@@H](C(=O)O)N1	3	-8	2	2	0
4	COC(=O)c1cn(C(=O)c2ccc(C)cc2)c2ccccc12	3	0	3	0	-2
5	COc1ccc(CNC(=O)CN(Cc2ccc(C)cc2)S(=O)(=O)c2ccc(Cl)cc2)cc1	4	-5	-9	-1	-1
6	Cn1nccc1NS(=O)(=O)c1ccc(NC(=O)C(F)(F)F)cc1	-3	-1	9	2	5
7	Cc1ccccc1C(=O)N1CCC(C(=O)Nc2ccc(F)cc2)CC1	2	2	-6	-1	0
8	COc1ccc(OC)c(NC(=O)CCN2C(=O)c3ccccc3C2=O)c1	1	2	1	0	3
9	CN(C)CCNc1ncnc2c1sc1nc(-c3ccccc3)c3c(c12)CCCC3	-1	14	-1	2	-1
10	CN(Cc1c(F)cccc1Cl)C(=O)c1ccc2ccccc2n1	-3	6	-15	0	-1
11	CCOc1ccc2nc(SCC(=O)N(CC(C)C)c3c(N)n(Cc4ccccc4)c(=O)[nH]c3=O)[nH]c2c1	2	10	4	-1	1
12	CCn1cc(CNC(=O)c2ccc(Cl)c([N+](=O)[O-])c2)c(C)n1	-2	-1	-2	-1	-2
13	CC(=O)C1C(c2cccc(F)c2)c2c(n[nH]c2C)CC1(C)O (stereo not given)	-10	-3	10	0	6
14	COc1cccc(NC(=O)CSc2nnc(Cc3ccc(C)cc3)c(=O)n2N)c1	6	-11	-4	-4	5
15	Cn1ccc2c(-c3cncc4ccccc34)cc3c(c21)C1CCC3O1 (stereo not given)	1	-1	3	-1	-1

#	PG9 Ab binder	HTRA1 inh	DDE Tn7 FP inh	LEDGF integ inh	SIAE inh
1	0.5	-3	-2	-1	-7
2	-0.8	4	-4	-2	-1
3	-0.9	3	-2	-1	-6
4	0.9	-1	0	1	0
5	-0.5	-21	-1	-1	-13
6	0.7	x	4	-5	-2
7	2.3	4	1	2	-1
8	-2.0	4	-8	0	-2
9	-0.7	-11	-8	1	6
10	-1.5	0	4	-5	7
11	-1.1	-7	1	-2	1
12	-1.0	-2	-6	-2	3
13	1.5	-1	-2	-1	-2
14	-2.3	-21	-4	-1	-2
15	1.6	x	1	0	-1

The list goes on.
#	Molecule	TCR-CD3 inh	ABHD4 inh	TDP2 inh	UHRF1 binding	PRMT1 FP inh
16	CCN(C[C@H]1N[C@@](C)(C(=O)OC)[C@H]2C(=O)N(C)C(=O)[C@@H]12)C(=O)Nc1ccccc1	-5	-7	4	-1	1
17	CC(C)COc1ccc(C(=O)Nc2scc(-c3ccc(Cl)cc3Cl)c2C(N)=O)cc1	2	-5	3	-3	-2
18	COc1cccc(/C=C2\N=C(c3c(-c4ccccc4)noc3C)OC2=O)c1OC	8	2	6	2	2
19	CCOc1cccc(C(=O)Nc2cccc(NC(=O)c3ccco3)c2)c1	11	-13	6	-2	1
20	Cc1ccc(S(=O)(=O)N2C(=O)CCC2C(=O)N2CCN(C)CC2)cc1 (stereo not given)	-4	-7	-14	4	-3
21	O=C(N/C(=C/c1ccco1)C(=O)N1CCOCC1)c1ccccc1Br	1	3	-5	-2	12
22	C=CCn1c(SCc2cc(=O)n3cc(C)ccc3n2)nnc1-c1cccc(C)c1	-6	1	9	1	2
23	COc1ccccc1Cn1cccc1C=O	8	-3	-2	3	0
24	Oc1ccccc1CNc1ccc(OC(F)(F)F)cc1	-3	-21	-6	3	1
25	COc1ccc(-c2ccccc2)cc1NC(=O)C1(C)CCN1C(=O)C(C)C (stereo not given)	-5	-5	-7	1	4
26	COC(=O)[C@H](CC(C)C)N1Cc2nnn(Cc3ccccc3)c2-c2cc(F)ccc2S1(=O)=O	x	-2	-4	0	-1
27	CSc1ccccc1NC(=O)CN(C)C(=O)CNc1ccc(C(F)(F)F)cc1[N+](=O)[O-]	1	-3	-6	0	0
28	Cc1cc(C)c(OCCCCNCc2ccccc2)c(Cl)c1	0	20	-4	2	-2
29	CN(C)CCNc1oc(/C=C/c2ccccc2)nc1C#N	-4	-2	-3	0	0
30	COC(=O)C(C(=O)OC)c1ncccc1[N+](=O)[O-]	-3	5	2	-1	-4

#	PG9 Ab binder	HTRA1 inh	DDE Tn7 FP inh	LEDGF integ inh	SIAE inh
16	-0.1	5	5	-3	-3
17	-1.9	-3	2	-3	-15
18	-0.2	-5	-3	1	-1
19	0.7	-19	-4	5	-7
20	4.2	-6	0	3	9
21	-1.3	1	4	-6	3
22	0.9	3	4	0	1
23	0.6	-5	1	7	6
24	1.5	x	2	0	1
25	-0.1	x	3	-6	-6
26	x	x	-4	2	1
27	-0.5	0	-5	-8	-4
28	-1.3	-3	0	5	0
29	0.2	0	4	4	9
30	-1.9	9	4	-2	-7

Later entries:
#	Molecule	TCR-CD3 inh	ABHD4 inh	TDP2 inh	UHRF1 binding	PRMT1 FP inh
31	CCN1C(=O)[C@H]2[C@@H](c3ccc(-c4ccc(OC)cc4)c(OC)c3)N[C@@](C)(C(=O)OC)[C@H]2C1=O	3	-4	14	0	0
32	O=C(CN1CCCCC1)Nc1nc(-c2ccc(F)c(F)c2)cs1	6	-5	-11	-3	-3
33	CCO[C@@H]1OC(C(=O)NCc2nc3ccccc3[nH]2)=C[C@H](c2ccccc2)[C@H]1CCCO	5	3	-6	1	2
34	COCCNC(=O)c1ccc(CS(=O)(=O)c2cccc(C(F)(F)F)c2)o1	7	-5	-3	0	1
35	COc1cccc2cc(-c3nnc(SCC(=O)Nc4nc(C)cs4)n3C)oc12	4	-5	-4	-4	-1
36	CCOC(=O)C(CC(=O)O)=C(c1ccccc1)c1ccccc1	7	0	4	0	-5
37	[O-][n+]1c2c(nn1-c1ccccc1)/C(=N/O)CCC2	-7	6	7	1	-1
38	CCCc1nc2n[nH]c(N)c2c2c1COC(C)(C)C2	9	-3	-1	-2	1
39	O=C(Nc1ccc(Cl)cn1)c1ccc2[nH]c(=O)c(=O)[nH]c2c1	-3	1	-2	-3	0
40	C[C@H]1CN(Cc2ccccc2)C(=O)[C@@H]1CC(=O)NCc1ccccc1	-1	-8	2	-1	-2
41	CCN(/N=C/c1cccs1)c1cc(=O)n(C)c(=O)[nH]1	4	1	4	-9	-2
42	Cn1c(O)c(C=Nc2ccc(Br)cc2)sc1=O	4	2	7	2	1
43	CSc1cccc(NC(=S)N(C(C)C)C(C)c2ccccn2)c1 (stereo not given)	-5	-8	-12	1	2
44	CCn1cc(CNC(=S)Nc2cccc(Cl)c2C)cn1	7	1	-2	-1	-4
45	COc1ccc(CNCC#Cc2ccccc2)c(OC)c1	x	-5	1	3	0

#	PG9 Ab binder	HTRA1 inh	DDE Tn7 FP inh	LEDGF integ inh	SIAE inh
31	-0.4	-8	-10	-3	0
32	-1.1	-2	4	0	7
33	2.0	-4	-1	-4	-1
34	-1.7	-11	0	1	6
35	-2.8	-8	-3	-2	-4
36	-1.9	-7	0	3	-6
37	-0.6	-2	1	-3	0
38	-1.5	-3	2	0	4
39	-1.6	-4	3	4	-6
40	-0.5	-1	-5	0	8
41	-1.5	8	0	2	12
42	1.1	-12	-2	-2	0
43	1.0	0	0	6	7
44	0.6	-19	1	2	-4
45	x	x	1	0	2

From no. 31 up to 38, as listed above:
#	Molecule	TCR-CD3 inh	ABHD4 inh	TDP2 inh	UHRF1 binding	PRMT1 FP inh
31	CCN1C(=O)[C@H]2[C@@H](c3ccc(-c4ccc(OC)cc4)c(OC)c3)N[C@@](C)(C(=O)OC)[C@H]2C1=O	3	-4	14	0	0
32	O=C(CN1CCCCC1)Nc1nc(-c2ccc(F)c(F)c2)cs1	6	-5	-11	-3	-3
33	CCO[C@@H]1OC(C(=O)NCc2nc3ccccc3[nH]2)=C[C@H](c2ccccc2)[C@H]1CCCO	5	3	-6	1	2
34	COCCNC(=O)c1ccc(CS(=O)(=O)c2cccc(C(F)(F)F)c2)o1	7	-5	-3	0	1
35	COc1cccc2cc(-c3nnc(SCC(=O)Nc4nc(C)cs4)n3C)oc12	4	-5	-4	-4	-1
36	CCOC(=O)C(CC(=O)O)=C(c1ccccc1)c1ccccc1	7	0	4	0	-5
37	[O-][n+]1c2c(nn1-c1ccccc1)/C(=N/O)CCC2	-7	6	7	1	-1
38	CCCc1nc2n[nH]c(N)c2c2c1COC(C)(C)C2	9	-3	-1	-2	1

#	PG9 Ab binder	HTRA1 inh	DDE Tn7 FP inh	LEDGF integ inh	SIAE inh
31	-0.4	-8	-10	-3	0
32	-1.1	-2	4	0	7
33	2.0	-4	-1	-4	-1
34	-1.7	-11	0	1	6
35	-2.8	-8	-3	-2	-4
36	-1.9	-7	0	3	-6
37	-0.6	-2	1	-3	0
38	-1.5	-3	2	0	4

Carrying on:
#	Molecule	TCR-CD3 inh	ABHD4 inh	TDP2 inh	UHRF1 binding	PRMT1 FP inh
46	COc1ccc(CNc2ccc([N+](=O)[O-])cn2)cc1	4	0	6	1	0
47	CC1=C(C(N)=O)C(c2ccc(Cl)cc2)NC(=O)N1 (stereo not given)	3	3	-5	-1	-1
48	CN(c1ccc(OCC(=O)OCC(=O)NC2CCCC2)cc1)S(=O)(=O)c1ccc2ccccc2c1	2	4	-9	-2	-2
49	CC(C)CCn1c(CN2CCN(Cc3ccccc3)CC2)nc2c1c(=O)n(C)c(=O)n2C	-8	-9	-7	5	6
50	COc1cc2c(cc1OC)C(C)N(C(=O)[C@@H](NC(=O)c1ccccc1)C(C)C)CC2 (stereo not given in full)	2	0	-7	-1	-4
51	COc1ccccc1NC(=O)N(C)C[C@@H]1OCc2cn(nn2)CCCC(=O)N([C@H](C)CO)C[C@H]1C	9	-1	-5	0	0
52	COc1ccc(-c2cnn3cc(-c4cccc(Cl)c4)cnc23)cc1	-2	0	-5	4	-1
53	CCOC(=O)c1c(C)[nH]c(C)c1-c1ccccc1OC	-2	0	-10	1	1
54	COc1cccc(C(=O)C2CCCN(Cc3ccc(OC)c(Cn4cncn4)c3)C2)c1 (stereo not given)	3	-4	2	0	-3
55	O=C(Cc1ccccc1)Nc1ccnn1C1CCN(Cc2ccc(CO)o2)CC1	-2	5	-7	0	-1

#	PG9 Ab binder	HTRA1 inh	DDE Tn7 FP inh	LEDGF integ inh	SIAE inh
46	1.2	-2	6	-4	-2
47	0.1	4	6	2	-3
48	1.7	-17	-3	0	-5
49	0.1	-1	1	7	-11
50	-2.2	8	6	-1	1
51	-0.8	1	-3	-4	6
52	0.1	-6	0	-2	4
53	-1.6	-2	-3	-4	9
54	-0.4	7	2	0	-2
55	0.8	2	3	3	5
